# High-throughput results: PubChem BioAssay, National Center for Advancing Translational Sciences (NCATS)
# GPT2 inhibitor – inhibitors of human GPT2 alanine aminotransferase. Recombinant GPT2, coupled pyruvate oxidase/HRP Amplex Red fluorescence. AID 1671188. Q8TD30. Potency, µM (highest dose often 57.7 µM), without a hit: top-dose activity change, negative = inhibition, usual class: inhibitors. hit rate 0.25% among 100,000; also: potency is read from the fitted curve at half-maximal effect; nearly all actives have a fitted effect of over 60% in size; many of its hits are not listed in these tables
# Target sequence (Q8TD30 whole entry, looked up): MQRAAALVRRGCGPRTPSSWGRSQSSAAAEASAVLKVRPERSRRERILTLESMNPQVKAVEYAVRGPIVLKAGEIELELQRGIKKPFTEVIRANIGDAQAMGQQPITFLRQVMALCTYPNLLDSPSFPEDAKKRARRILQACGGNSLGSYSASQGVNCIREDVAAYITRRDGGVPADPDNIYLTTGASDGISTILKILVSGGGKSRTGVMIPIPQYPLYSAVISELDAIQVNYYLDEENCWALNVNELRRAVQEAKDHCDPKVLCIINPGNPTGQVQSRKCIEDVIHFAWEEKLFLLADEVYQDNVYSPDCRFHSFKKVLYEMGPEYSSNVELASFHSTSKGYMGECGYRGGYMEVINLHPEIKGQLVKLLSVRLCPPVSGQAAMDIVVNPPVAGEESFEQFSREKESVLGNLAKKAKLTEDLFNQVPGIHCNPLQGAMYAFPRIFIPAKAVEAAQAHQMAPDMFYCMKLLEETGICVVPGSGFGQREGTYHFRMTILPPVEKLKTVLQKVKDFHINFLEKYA
#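 Inhibition is scored from Amplex Red fluorescence generated when pyruvate oxidase and HRP act on pyruvate released by GPT2. Reactions contain 10ng/uL enzyme, 250uM a-KG and 2mM L-alanine and run 30 min at room temperature.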
# SNCA expr inhib – SNCA gene expression inhibition | HEK-293 SNCA-luciferase knock-in, luminescence, 24 h | Potency, µM (doses to about 57.2 µM), for inactives: at the highest dose activity change, negative = inhibition, actives largely listed as inhibitors | hit rate 0.17% among 140,000;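 also: potency is read from the fitted curve at half-maximal effect; plate controls were DMSO cells for no effect and cell-free wells for full effect; nearly all actives have a fitted effect of over 45% in size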
# HEK293 tox – HEK 293 cell cytotoxicity; HEK 293 viability, ATP luminescence (CellTiter-Glo), 48-72 h; Potency, µM (doses to about 115 µM), without a hit: at the highest dose activity change, negative = cytotoxicity, most hits filed as inhibitors; hit rate 6.6% among 94,000; AID 1345083; also: potency is read from the fitted curve at half-maximal effect; nearly all actives have a fitted effect of over 60% in size
#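 Pintool-delivered compounds were incubated with HEK 293 cells (250 cells/well) at 37 degree Celsius for 48 or 72 hr. ATP-dependent luminescence (CellTiter-Glo) then reported remaining viable cells.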
# FLuc inh – Photinus pyralis luciferase inhibition. P08659. purified P. pyralis luciferase, luminescence, biochemical. Potency, µM (series often up to 115 µM), without a hit: at the top dose activity change, negative = inhibition, actives largely listed as inhibitors. hit rate 2.5% among 76,000. AID 1347043; also: potency is read from the fitted curve at half-maximal effect; nearly all actives have a fitted effect of over 65% in size
#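 Biochemical qHTS: compound (6-point titration) added to 10uM D-luciferin plus 10uM ATP in Tris acetate pH 7.5 buffer with Mg, Tween-20 and BSA, then purified enzyme at 10nM; light output imaged.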
# HEK293 viab – reduces viability of HEK-293 SNCA reporter cells. hit rate 0.12% among 150,000. HEK-293-SNCA-luc viability, GF-AFC fluorescence, 24 h. Potency, µM (top dose mostly 57.1 µM), without a hit: at the top dose activity change, negative = cytotoxicity, actives largely listed as cytotoxic;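 also: potency is read from the fitted curve at half-maximal effect; 0% = DMSO-treated cells and -100% = medium-only wells without cells; nearly all actives have a fitted effect of over 30% in size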
#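 HEK-293-SNCA-luc cells (1500/well) plated 24 h, then exposed 24 h to a dilution series; GF-AFC added 30 min at 37C, fluorescence 405/540 nm; normalised to medium-only and DMSO wells, Hill fit.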
# IP6K1 inh – inhibitors of human IP6K1; IP6K1 kinase, ADP-Glo luminescence, 2 h; active compounds read low; activity change, % (series mostly up to about 58 µM); hit rate 0.81% among 140,000; AID 1645851; in the data active = activity change below about -25%
# Target sequence (Q92551 whole entry, looked up): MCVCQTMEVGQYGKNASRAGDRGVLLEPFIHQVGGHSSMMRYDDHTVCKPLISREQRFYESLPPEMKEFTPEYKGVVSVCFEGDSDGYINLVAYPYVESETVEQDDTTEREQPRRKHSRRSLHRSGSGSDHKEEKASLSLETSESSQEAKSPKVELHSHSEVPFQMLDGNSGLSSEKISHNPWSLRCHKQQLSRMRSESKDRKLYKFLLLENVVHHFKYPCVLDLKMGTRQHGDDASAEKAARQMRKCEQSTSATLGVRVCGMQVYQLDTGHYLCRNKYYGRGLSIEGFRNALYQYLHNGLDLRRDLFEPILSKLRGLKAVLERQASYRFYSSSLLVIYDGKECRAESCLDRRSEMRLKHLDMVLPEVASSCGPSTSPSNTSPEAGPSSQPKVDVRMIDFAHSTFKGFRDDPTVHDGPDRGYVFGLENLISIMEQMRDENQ
#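 ADP-Glo luminescence measures ADP made by human IP6K1 during a 2 h RT reaction with ATP/IP6 (mix at 1.3 mM/130 uM); top library doses 57.5 and 19.1 uM final.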
# 3T3 cytotox – kills NIH 3T3 cells; NIH 3T3 viability, CellTiter-Glo ATP luminescence, 48-72 h; Potency, µM (titrated, usually from 96.7 µM), inactives show at the highest dose activity change, negative = cytotoxicity, hits mostly inhibitors; hit rate 4.3% among 94,000; AID 1345082; also: potency is read from the fitted curve at half-maximal effect; nearly all actives have a fitted effect of over 55% in size
#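 Mouse fibroblast NIH 3T3 cells, 400 per well, received compound via pintool and were incubated for 48 or 72 hr prior to CellTiter-Glo ATP luminescence measurement.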
# The depositor's hits bear a star; i = inactive; ? = inconclusive; / = not tested or not shown; & = joins results of further samples; [ ] = another dose, or the depositor's remark. Unless noted, calls follow the shape of the dose curve; as a rule, active = well fitted curve in the direction sought with a large enough effect; inconclusive = small, poorly fitted or top-dose-only effect, or another doubt; inactive = no such curve, though single readings can be large; an effect the other way counts as inactive or inconclusive. Unless noted, % is scaled to controls: 0 for no effect and ±100 for the full control effect. Not all compounds are listed; the hit share may differ from the screen's.
SMILES,GPT2 inhibitor,SNCA expr inhib,HEK293 tox,FLuc inh,HEK293 viab,IP6K1 inh,3T3 cytotox
COc1cc2c(cc1OC)CN(CCc1ccc(NC(=O)c3cccc4c(=O)c5cccc(OC)c5[nH]c34)cc1)CC2,2%,1%,/,/,-17%&-21%,-9,/
CC(=O)c1cccc(NC(=O)Cn2c(=O)n(-c3ccc(F)cc3)c(=O)c3c2cc(C)n3C)c1,i,3%,-18%,4%,-22%,1,-4%
O=C(NCCCN1CCC2(CC1)OCc1ccccc12)[C@H]1CCCN1Cc1ccccc1,i,/,/,/,-32%,1,/
COc1ncc(Nc2ncc([C@H](C)N3CCN(S(C)(=O)=O)CC3)cc2-c2nc(C)nc(N)n2)cc1F,5%,/,/,/,-28%,-13,/
COc1ccc(-c2ccc(-c3cn(C(=O)N4CCCCC4c4ccccc4)nn3)cc2)cc1 (configuration not stated),i,/,/,/,23%,1,/
COc1cccc(OCCCN)c1-c1cc(Nc2cnc(C#N)cn2)n[nH]1,i,/,/,/,?,2,/
Cn1ncc(Cl)c1-c1cc(C(=O)NC(CN)Cc2ccc(F)c(F)c2)oc1Cl (configuration not stated),i,/,/,/,?,13,/
CCOC(=O)C(CCc1ccccc1)NC(C)C(=O)N1C(=O)N(C)CC1C(=O)O (configuration not stated),-7%,/,/,/,-24%,3,/
CCCNCCc1ccc(NS(=O)(=O)c2ccc(OC(F)(F)F)cc2)cc1,-21%,/,/,/,-2%,7,/
COc1cc(NC(=O)c2cc(C3CC3)on2)c(OC)cc1Cl,i,/,/,/,8%,5,/
COc1cc(N2CCC(N(C)C)CC2)ccc1Nc1ncc(Cl)c(Nc2ccccc2P(C)(C)=O)n1,1.9µM*,8.5µM*,/,/,?,-4,/
CS(=O)(=O)N1CCc2c(-c3cnc(N)nc3)nc(N3CCOCC3)nc21,-4%,7%,/,/,?,3,/
Cc1c[nH]c2nccc(Oc3c(F)cc(Nc4cc(Cl)nc(N)n4)cc3F)c12,3%,/,/,/,-34%,-24,/
Cc1cnc(NS(=O)(=O)c2ccc(N)cc2)nc1,2%,-33%[25.6 µM],/,/,-14%[23.9 µM],27,/
CCS(=O)(=O)Nc1ccc2[nH]c(O)c(C(=Nc3ccc(CN4CCCCC4)cc3)c3ccccc3)c2c1,-20%,1.2µM*,/,/,?,/,/
CCOCCOC(=O)/C=C/c1ccc(OC)cc1,-8%,6%[25.6 µM],/,/,-33%[23.9 µM],10,/
Nc1cc(=O)[nH]c(N)n1,-2%,?,/,/,-3%,25,/
Cc1ccc2cc(CCC(=O)NCCCN3CCCC3=O)c(=O)[nH]c2c1,i,7%,-5%,-6%,2%,30,i
O=C(c1ccc(F)c(F)c1Nc1ccc(I)cc1F)N1CC(O)([C@H]2CCCCN2)C1,2%,8%,/,/,-3%,/,/
Cc1cnc(NC(=O)Nc2cc(Br)c(C)cc2OC[C@@H]2CNCCO2)cn1,-4%,?,/,/,-14%,/,/
Cc1ccc(NC(=O)C(=O)NC2CC(C)(C)NC(C)(C)C2)cc1,-15%,/,/,/,-25%,10,/
CC1=CCC[C@@H]2[C@](CCc3ccoc3)(C(=O)O)[C@H](C)CC[C@@]12C,0%[27.3 µM],/,/,/,-5%,-1,/
CN(C)CCOC(=O)C(c1ccccc1)C1(O)CCCC1 (configuration not stated),5%,-32%[25.6 µM],/,/,-19%[23.9 µM],-8,/
CCCN(CCC)C(=O)C(CCC(=O)O)NC(=O)c1ccccc1 (configuration not stated),?,-11%,/,/,-2%,0,/
COc1ccc(NC(=O)C2CCCN(c3nnc(C)c4c(C)n(-c5ccccc5)nc34)C2)cc1Cl (configuration not stated),/,7%,/,/,?,8,/

# Whole records, looked up by structure. Order of values: GPT2 inhibitor, SNCA expr inhib, HEK293 tox, FLuc inh, HEK293 viab, IP6K1 inh, 3T3 cytotox
# COc1cc(N2CCC(N(C)C)CC2)ccc1Nc1ncc(Cl)c(Nc2ccccc2P(C)(C)=O)n1 reads 1.9µM*, 8.5µM*, /, /, ?, -4, /
# CCS(=O)(=O)Nc1ccc2[nH]c(O)c(C(=Nc3ccc(CN4CCCCC4)cc3)c3ccccc3)c2c1 reads -20%, 1.2µM*, /, /, ?, /, /
# Nc1cc(=O)[nH]c(N)n1 reads -2%, ?, /, /, -3%, 25, /
# Cc1ccc(NC(=O)C(=O)NC2CC(C)(C)NC(C)(C)C2)cc1 reads -15%, /, /, /, -25%, 10, /

# Other compounds follow:
SMILES,GPT2 inhibitor,SNCA expr inhib,HEK293 tox,FLuc inh,HEK293 viab,IP6K1 inh,3T3 cytotox
C#CC(=O)N(c1ccc(OC)cc1OC)C(C(=O)NCC(=O)OCC)c1cccs1 (configuration not stated),i,/,/,/,-32%,11,/
O=C(Nc1ccc2[nH]c(=O)oc2c1)C(=O)N1CCC(Cc2ccc(F)cc2)CC1,i,/,/,/,-28%,11,/
FC(F)(F)c1ccc(Nc2nc(-c3c(C(F)(F)F)nc4ccccn34)cs2)cc1,?,/,/,/,?,-6,/
Cc1c(C(=O)NCCCO)cnn1-c1nc(-c2cccc(C(F)(F)F)c2)cs1,?,/,/,/,-18%,1,/
Cc1ccc(C(=O)Nc2ccc(CN3CCN(C)CC3)c(C(F)(F)F)c2)cc1C#Cc1cnc2[nH]ncc2c1,1%,/,/,/,?,-61*,/
CN1CCC(Nc2ncc3ncnc(Nc4ccc(F)c(Cl)c4)c3n2)CC1,i,-46%[25.6 µM],/,/,8%[23.9 µM],19,/
Cn1ncc(Cl)c1-c1cc(C(=O)N[C@H](CN)Cc2ccc(F)c(F)c2)sc1Cl,-1%,/,/,/,-27%,-10,/
COc1ccc([C@@H]2CNC(=O)C2)cc1OC1CCCC1,-7%,14%,/,/,-4%,/,/
O=C1NC(=O)C(c2cnc3ccccn23)=C1c1cn2c3c(cc(F)cc13)CN(C(=O)N1CCCCC1)CC2,2%&-3%,?,/,/,?,-14,/
C[C@@H]1CC(=O)NN=C1c1ccc(NN=C(C#N)C#N)cc1,?,?,/,/,?,-16&-21,/
COc1cc(Cc2cnc(N)nc2N)c(C(C)C)cc1OC,3%,/,/,/,-7%,0,/
CON=C(C(=O)N[C@@H]1C(=O)N2C(C(=O)O)=C(Cn3ccc(=N)n3CCO)CS[C@H]12)c1csc(N)n1,0%,-19%,/,/,0%,/,/
CC(=O)N1C[C@@H](C(=O)NCCc2cccs2)[C@H](c2nc(C)no2)C1,-13%,46%[activator],-5%,3%,-1%,8,-2%
OCC(O)CN1CCN(c2ccccc2)CC1 (configuration not stated),-30%,8%[25.6 µM],/,/,?,11&-23,/
NCCO,-2%[88.5 µM],-24%,/,/,13%,22,/
CNC(=O)c1ccccc1Nc1cc(Nc2ccc(N3CCOCC3)cc2OC)ncc1C(F)(F)F,22µM*,/,/,/,-26%,-53*,/
N#C/C(=C1\Nc2ccccc2S1)c1ccnc(NCCc2cccnc2)n1,?,/,/,/,-40%,-7,/
COc1cc(Nc2ncc(F)c(Nc3ccc4c(n3)N(COP(=O)(O)O)C(=O)C(C)(C)O4)n2)cc(OC)c1OC,?,132%[activator],/,/,?,5,/
CC1=C(c2ccc(NC(=O)c3c(F)cccc3F)cc2)CN(c2nccs2)CC1,2%,/,/,/,-22%,-10,/
COc1cc(N2CCOCC2)ccc1Nc1ncc(Cl)c(Nc2ccccc2NS(C)(=O)=O)n1,5µM*,/,/,/,-30%,-5,/
COc1ccc(NC(=O)c2ccc(-c3ccc(C(=N)N)cc3C)cc2)cc1N1CCN(C)CC1,?,/,/,/,-17%,9,/
Cc1cc(-c2cc(O)ccc2Cl)cc2nnc(Nc3ccc(OCCN4CCCC4)cc3)nc12,1%,/,/,/,?,-16,/
CC(C)c1nnc(-c2ccc(-c3ccccc3)nc2)n1-c1cccc2nonc12,i,/,/,/,-21%,-8,/
COc1ccc(CCN(C)CCCOc2nsc(-c3ccccc3)n2)cc1OC,i,/,/,/,-22%,-5,/
Cc1cccc(Nc2nc(N[C@@H]3CCCC[C@H]3N)ncc2C(N)=O)c1,?,-17%,/,/,-5%,/,/

# New compounds follow
SMILES,GPT2 inhibitor,SNCA expr inhib,HEK293 tox,FLuc inh,HEK293 viab,IP6K1 inh,3T3 cytotox
CN=C(NC#N)Nc1ccc(C2=NNC(=O)CC2C)cc1 (configuration not stated),i,-13%[25.6 µM],/,/,12%[23.9 µM],4,/
CN1CCN(c2cc3c(cc2F)c(=O)c(C(=O)O)cn3-c2ccc(F)cc2)CC1,2%,31%[25.6 µM],/,/,-13%[23.9 µM],38,/
c1cc(Nc2cc(C3CC3)[nH]n2)nc(Nc2ccc3nc[nH]c3c2)n1,i,/,/,/,-36%,-27*,/
CC(=O)N1CCN(NC(=O)c2ccc(F)cc2)CC1,-23%,/,/,/,-1%,0,/
COc1ccc(S(=O)(=O)Nc2nnc(CC(C)C)s2)cc1,i,-28%[25.6 µM],/,/,13%[23.9 µM],6,/
N#Cc1cc(F)cc(-c2nc(-c3ccccn3)no2)c1,4%,/,/,/,11%,-2,/
COc1ccc(C(=O)n2c(C)c(Cc3cccc(O[C@@H](C)C(=O)O)c3)c3cc(OC(F)(F)F)ccc32)cc1,?,/,/,/,5%,-5,/
O=S(=O)(NCc1cccc2ccccc12)c1cc(Cl)c(Oc2cccc(N3CCNCC3)c2)s1,-10%,/,/,/,?,22,/
CC(=O)N(CC(O)CO)c1c(I)c(C(=O)NCC(O)CO)c(I)c(C(=O)NCC(O)CO)c1I (configuration not stated),-6%,73%[25.6 µM],/,/,-2%[23.9 µM],7,/
CN1CCN(c2nc(-c3ccc(C(=O)NC4(C(=O)NCC#N)CCCCC4)cc3)cs2)CC1,-7%,/,/,/,-10%,-3,/
CCOC(=O)c1cnc2ccc(-c3cncc(NS(=O)(=O)c4ccccc4)c3)cn12,i,/,/,/,-7%,-10,/
Cc1ccc(Nc2c(F)cccc2Cl)c(CC(=O)O)c1,?,-45%[25.6 µM],/,/,18%,5&22,/
CCn1c(=O)c2c(nc(C=Cc3ccc(OC)c(OC)c3)n2C)n(CC)c1=O,i,?,/,/,-9%,-13,/
CC1CCC2(C(=O)OC3OC(CO)C(O)C(O)C3O)CCC3(C(=O)O)C(=CCC4C5(C)CCC(OC6OC(C)C(O)C(O)C6O)C(C)(C)C5CCC43C)C2C1C (configuration not stated),i,/,/,/,-21%[23.9 µM],1,/
CN(C)CCC[C@@]1(c2ccc(F)cc2)OCc2cc(C#N)ccc21,-17%,-24%[25.6 µM],/,/,-3%[23.9 µM],4,/
O=C(N[C@H]1CCN(C(=O)c2cc(C(F)(F)F)cc(C(F)(F)F)c2)[C@H](Cc2ccc(Cl)cc2)C1)c1ccnc2ccccc12,-1%[27.3 µM],/,/,/,-5%[23.9 µM],-19,/
COc1cc(C(=O)O)ccc1NC(=O)C1NC(CC(C)(C)C)C(C#N)(c2ccc(Cl)cc2F)C1c1cccc(Cl)c1F (configuration not stated),i,/,/,/,?,-8,/
